Pf growth 96h: P. falciparum growth inhibition at 96 hour, primary screen for plastid delayed-death inhibitors; P. falciparum luciferase reporter growth, 96 h; Potency, µM (doses to about 28.7 µM), without a hit: top-dose activity change, negative = inhibition, actives largely listed as inhibitors; 320,000 compounds, 6.9% hits; AID 504834; note: potency is the fitted concentration of half-maximal effect; % is set by controls: 0 for no effect and ±100 for the full control effect
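Compounds incubated with erythrocytes infected by luciferase-expressing P. falciparum (2% hematocrit, 0.05% parasitemia final) for 96 hours, 37 C in 5% CO2. Growth inhibition scored as decreased luciferase luminescence.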
HCV inhibitor: blocks hepatitis C virus. Huh7.5.1 HCVcc-Cre infection, luciferase reporter, 44 h. Potency, µM (titrated, usually from 41.8 µM), for the others: top-dose activity change, negative = inhibition, usual class: inhibitors. 340,000 compounds, 3.4% hits. AID 651820; note: potency is the fitted concentration of half-maximal effect; % is set by controls: 0 for no effect and ±100 for the full control effect
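Antiviral activity was scored by luciferase reporter output from cells infected with HCVcc-Cre (~0.5 moi) in presence of compound, 44 h infection period, cells seeded 1,000/well 4 h prior.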
Shiga toxin inh: inhibitors of Shiga toxin in Vero cells. Vero cells, Shiga toxin protein synthesis inhibition reporter. inhibition, % at 38.7 µM. 290,000 compounds, 9.2% hits. AID 2315; in the data active = inhibition mostly above about 28%, no sharp cut-off; inactive = mostly below about 43%; note: 0% is about no effect
Cycloheximide cs: counter-screen for Shiga toxin inhibitors: cycloheximide protein synthesis inhibition. cell reporter, cycloheximide protein synthesis inhibition counterscreen. 300,000 compounds, 12% hits. max response, %; in the data active = max response mostly above about 13%, no sharp cut-off; inactive = mostly below about 14%; note: read at 38.3 µM for the half of the compounds with a filed dose; 0% is about no effect
LmPK inhibitor: inhibitors of Leishmania mexicana pyruvate kinase; 290,000 compounds, 0.37% hits; AID 1721; Potency, µM (highest dose often 57.5 µM), inactives show top-dose activity change, negative = inhibition, most hits filed as inhibitors; Q27686; purified LmPK, Kinase-Glo ATP luminescence, 1 h; note: potency is the fitted concentration of half-maximal effect; % is set by controls: 0 for no effect and ±100 for the full control effect
Target sequence (Q27686 whole entry, looked up): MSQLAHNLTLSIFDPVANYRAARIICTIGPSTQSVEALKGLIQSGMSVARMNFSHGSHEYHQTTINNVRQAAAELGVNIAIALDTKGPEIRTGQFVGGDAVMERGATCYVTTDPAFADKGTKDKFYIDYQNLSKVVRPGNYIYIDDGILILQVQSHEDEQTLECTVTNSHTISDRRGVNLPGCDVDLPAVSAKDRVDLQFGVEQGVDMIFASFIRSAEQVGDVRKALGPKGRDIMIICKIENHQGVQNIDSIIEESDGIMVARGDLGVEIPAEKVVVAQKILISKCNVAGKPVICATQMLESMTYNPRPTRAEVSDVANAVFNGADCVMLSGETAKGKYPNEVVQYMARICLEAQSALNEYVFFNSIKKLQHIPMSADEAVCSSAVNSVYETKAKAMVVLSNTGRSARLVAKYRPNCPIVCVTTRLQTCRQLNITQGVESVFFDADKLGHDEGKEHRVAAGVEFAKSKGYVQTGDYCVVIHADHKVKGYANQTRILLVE
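qHTS format; LmPK 0.1 nM; substrates PEP 0.5 mM and ADP 0.1 mM. One-hour room-temperature incubation, then coupled luciferase luminescence; 0.5 nM enzyme wells mark activation.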
Pf growth 48h: inhibits P. falciparum growth in the first generation, 48 h | AID 504832 | P. falciparum luciferase growth in erythrocytes, 48 h | Potency, µM (titrated, usually from 28.7 µM), without a hit: top-dose activity change, negative = inhibition, hits mostly inhibitors | 310,000 compounds, 5.9% hits; note: potency is the fitted concentration of half-maximal effect; % is set by controls: 0 for no effect and ±100 for the full control effect
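A one-generation exposure of luciferase-tagged malaria parasites in RPMI 1640/Albumax erythrocyte culture, 37 C and 5% CO2. Inhibition is inferred from decreased luminescence after adding detection reagent.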
TbPYK inhibitor: T. brucei pyruvate kinase inhibition; Q57TT1; TbPYK enzyme, Kinase-Glo Plus ATP luminescence, 45 min; Potency, µM (series often up to 76.8 µM), inactives show at the top dose activity, negative = inhibition, most hits filed as inhibitors; 410,000 compounds, 0.12% hits; AID 624173; note: potency is the fitted concentration of half-maximal effect; % is set by controls: 0 for no effect and ±100 for the full control effect; nearly all actives have a fitted effect of over 50% in size
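Glycolytic pyruvate kinase of T. brucei was incubated with substrate, test compound and 130 uM ADP for 45 minutes at room temperature. Luminescent Kinase-Glo Plus signal was measured after 10 minutes.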
* marks the source's active call; other numbers are inactive results; ? = inconclusive; · = no result given; & = joins results of further samples; [ ] = remark or other dose. Unless noted, calls come from the whole dose curve; as a rule, active = well fitted curve in the direction sought with a large enough effect; inconclusive = small, poorly fitted or top-dose-only effect, or another doubt; inactive = no such curve, though single readings can be large; an effect the other way counts as inactive or inconclusive.

SMILES	Pf growth 96h	HCV inhibitor	Shiga toxin inh	Cycloheximide cs	LmPK inhibitor	Pf growth 48h	TbPYK inhibitor
CC(c1ccco1)N(C(=O)c1ccc(F)cc1)c1ccccn1 (stereo unspecified)	5%	-3%	10	2	0%	20%	-6%
CN(Cc1ccccc1)C(=O)C1CCN(S(=O)(=O)c2ccc(-n3cnnn3)cc2)CC1	6%	0%	3	-5	6%	0%	-2%
O=C(O)/C=C/C(=O)NNc1ncnc2ccccc12	0%	-5%	81*	31*	-4%	40%[activator]	1%
CN1CCN(C(=O)c2ccc(F)c(F)c2)CC1	-66%	3%	13	4	8%	0%	0%
CC(=O)Nc1cccc(NC(=O)c2cc(-c3cccnc3)nc3ccc(Br)cc23)c1	?	14µM*	-2	5	1%	5.2µM*	-2%
CCCCN(C)C(=O)c1nc2ccccn2c1CN(C)Cc1csc(C)n1	?	3%	24	2	-1%	11%	0%
CCCCNC(=O)c1cn(C)c2ccc(S(=O)(=O)N3CCCC3)cc2c1=O	?	3%	5	-4	7%	?	6%&-25%
CCCN(CC(=O)Nc1ccccc1C)C(=O)C1CC(=O)N(c2ccc(C)cc2)C1 (stereo unspecified)	1%	20%	·	·	·	?	3%
Cc1cc(C(F)(F)F)c(C#N)c(Sc2ccccc2)n1	-4%	0%	5	4	-4%	-25%	3%
Cc1ccc(CNC(=O)c2cc(-c3ccccc3)n(Cc3cc(C)no3)n2)cc1	?	?	·	·	·	?	1%
COC(=O)C(CO)Nc1ncnc2onc(-c3ccc(F)cc3)c12 (stereo unspecified)	?	15%	2	-3	7%	·	2%
CCOC(=O)N1CCC(NC(=O)C(C)n2c3ccccc3c3cnn(C)c(=O)c32)CC1 (stereo unspecified)	-12%	-13%	-20	-3	1%	?	-2%
CCNC(=O)NC(=O)C(C)OC(=O)c1oc2ccc(OCC)cc2c1C (stereo unspecified)	27%	3%	-17	-1	4%	0%	2%
COCCN(CCOC)c1nc(-c2ccc(Cl)cc2)nc2ccccc12	?	?	-23	7	8%	0%	-1%
CCOC(=O)C1CCN(CCC(=O)Nc2cc(C)ccc2C)CC1	0%	8%	·	-3	13%	-7%	8%
CCCCCOP(=O)(c1ccccc1)c1ccccc1	9.3µM*	-12%	-6	-2	-1%	12µM*	-2%
CCc1ccc(C(=O)Nc2nnn(CC)n2)cc1	82%[activator]	7%	13	11*	-26%	59%[activator]	0%
CCOC(=O)c1csc(NC(=O)CSc2nnnn2-c2cccc(OC)c2)n1	21%	14%	29	21	1%	10%	1%
CCOC(=O)N1CCN(c2ccc(C(C)=O)cc2F)CC1	?	4%	17	9	-2%	?	0%
CC(C)NC(NC(=O)/C=C/c1ccccc1)C(Cl)(Cl)Cl (stereo unspecified)	1µM*	19%	-20	1	-8%	2%	-1%
COCc1nn2c(N)c(-c3ccccc3)cnc2c1-c1ccccc1	?	-4%	33*	38*	0%	60%[activator]	-1%
CCOc1ccc(-c2nc3n(c(=O)c2C#N)CCCS3)cc1	-6%	?	1	2	2%	5%	-2%
Cc1onc(-c2ccccc2)c1C(=O)N/N=C/c1c[nH]c2ccccc12	-9%	?	10	6	3%	-1%	-26%
COCCN(C(=O)CSc1nnc(Nc2ccccc2F)s1)c1c(N)n(Cc2ccccc2)c(=O)[nH]c1=O	?	-5%	-4	9	2%	·	-3%
Cc1c(Cl)cccc1NC(=S)NCc1ccc2c(c1)OCO2	16%	?	-5	-1	-1%	-12%	-9%
COC(=O)c1c(NC(=O)c2ccccc2F)sc2c1C(C(=O)OC)CC2 (stereo unspecified)	2%	-29%	-16	7	7%	13%	6%
Cc1ccc(C(=O)N/N=C\c2ccc(-c3ccc([N+](=O)[O-])cc3)o2)cn1	6%	-15%	26	5	4%	?	-5%
CCc1ccc2[nH]c(=O)c(CN(Cc3ccc(F)cc3)C(c3nnnn3CCN3CCOCC3)C(C)C)cc2c1 (stereo unspecified)	75%[activator]	23%	28*	43*	-3%	19%	5%
CCOC(=O)c1c(NC(NC(C)=O)C(Cl)(Cl)Cl)sc2c1CCCC2 (stereo unspecified)	?	10µM*	15	6	3%	?	?

Of the compounds above, 14 contain four or more nitrogen atoms.
SMILES	Pf growth 96h	HCV inhibitor	Shiga toxin inh	Cycloheximide cs	LmPK inhibitor	Pf growth 48h	TbPYK inhibitor
CN(Cc1ccccc1)C(=O)C1CCN(S(=O)(=O)c2ccc(-n3cnnn3)cc2)CC1	6%	0%	3	-5	6%	0%	-2%
O=C(O)/C=C/C(=O)NNc1ncnc2ccccc12	0%	-5%	81*	31*	-4%	40%[activator]	1%
CC(=O)Nc1cccc(NC(=O)c2cc(-c3cccnc3)nc3ccc(Br)cc23)c1	?	14µM*	-2	5	1%	5.2µM*	-2%
CCCCN(C)C(=O)c1nc2ccccn2c1CN(C)Cc1csc(C)n1	?	3%	24	2	-1%	11%	0%
Cc1ccc(CNC(=O)c2cc(-c3ccccc3)n(Cc3cc(C)no3)n2)cc1	?	?	·	·	·	?	1%
COC(=O)C(CO)Nc1ncnc2onc(-c3ccc(F)cc3)c12 (stereo unspecified)	?	15%	2	-3	7%	·	2%
CCOC(=O)N1CCC(NC(=O)C(C)n2c3ccccc3c3cnn(C)c(=O)c32)CC1 (stereo unspecified)	-12%	-13%	-20	-3	1%	?	-2%
CCc1ccc(C(=O)Nc2nnn(CC)n2)cc1	82%[activator]	7%	13	11*	-26%	59%[activator]	0%
CCOC(=O)c1csc(NC(=O)CSc2nnnn2-c2cccc(OC)c2)n1	21%	14%	29	21	1%	10%	1%
COCc1nn2c(N)c(-c3ccccc3)cnc2c1-c1ccccc1	?	-4%	33*	38*	0%	60%[activator]	-1%
Cc1onc(-c2ccccc2)c1C(=O)N/N=C/c1c[nH]c2ccccc12	-9%	?	10	6	3%	-1%	-26%
COCCN(C(=O)CSc1nnc(Nc2ccccc2F)s1)c1c(N)n(Cc2ccccc2)c(=O)[nH]c1=O	?	-5%	-4	9	2%	·	-3%
Cc1ccc(C(=O)N/N=C\c2ccc(-c3ccc([N+](=O)[O-])cc3)o2)cn1	6%	-15%	26	5	4%	?	-5%
CCc1ccc2[nH]c(=O)c(CN(Cc3ccc(F)cc3)C(c3nnnn3CCN3CCOCC3)C(C)C)cc2c1 (stereo unspecified)	75%[activator]	23%	28*	43*	-3%	19%	5%

Two entries from above, with two lines to a compound:
The line under a structure holds: Pf growth 96h, HCV inhibitor, Shiga toxin inh, Cycloheximide cs, LmPK inhibitor, Pf growth 48h, TbPYK inhibitor
Cc1c(Cl)cccc1NC(=S)NCc1ccc2c(c1)OCO2
    16%, ?, -5, -1, -1%, -12%, -9%
COCCN(C(=O)CSc1nnc(Nc2ccccc2F)s1)c1c(N)n(Cc2ccccc2)c(=O)[nH]c1=O
    ?, -5%, -4, 9, 2%, ·, -3%

Screens (PubChem BioAssay)

The order is random, and some 24% of all compounds hit somewhere here.
